# SIRT5 inh = sirtuin-5 (human) deacylase inhibition; 330,000 compounds, 1.1% hits; inhibition, % at 15 µM; AID 652115; Q9NXA8; Purified SirT5, succinyl-peptide AMC, trypsin-coupled fluorescence; in the data active = inhibition above about 15%; inconclusive = no clear call, values can overlap the other calls
# Target sequence (Q9NXA8 whole entry, looked up): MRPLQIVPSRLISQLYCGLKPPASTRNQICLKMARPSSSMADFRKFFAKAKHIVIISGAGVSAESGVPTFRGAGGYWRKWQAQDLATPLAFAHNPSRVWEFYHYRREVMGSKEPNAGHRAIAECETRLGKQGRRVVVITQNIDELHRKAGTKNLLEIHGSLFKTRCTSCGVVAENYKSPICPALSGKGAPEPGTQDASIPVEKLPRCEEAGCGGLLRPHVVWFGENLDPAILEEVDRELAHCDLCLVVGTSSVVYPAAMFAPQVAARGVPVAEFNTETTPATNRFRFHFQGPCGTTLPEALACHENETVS
# CFTR F508del cor = CFTR F508del correction in bronchial cells; CFBE cells, YFP halide quenching; stimulated with forskolin plus potentiator P3; % fluorescence drop versus neutral controls; activity (quench increase), % at 7.58 µM; 350,000 compounds, 0.36% hits;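 active = mean added fluorescence quench of at least 8% versus neutral control, with both replicates also reaching 8%; inconclusive = only one of the mean or replicate conditions met; inactive = mean below 8% and not both replicates reaching 8%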;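 also: cells transiently co-express mutant CFTR-F508del with the halide-sensitive YFP; corrector assay measuring rescue of mutant channel to the surface after 24 h compound exposure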
# DENV2 CPE = DENV2-induced cell death inhibition; 350,000 compounds, 1.7% hits; DENV2-infected cells, cytopathic effect rescue, plate reader; CPE inhibition, % at 9.99 µM; in the data active = CPE inhibition above about 20%, passing the limit was not always enough; inconclusive = no clear call, values can overlap the other calls; tested in BHK-21 cells;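 also: 0% = median of neutral control wells and 100% = median of positive control wells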
# ERAP1 HTS inh = blocks human ERAP1 aminopeptidase activity. Q9NZ08. recombinant ERAP1, Leu-AMC fluorescence, 60 min. inhibition, % at 10.7 µM. 340,000 compounds, 0.15% hits;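 active = mean replicate inhibition of at least 30%, or all replicates individually reaching that 30% level; inactive = mean below 30% and not every replicate reaching it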;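 also: 0% = neutral control wells and 100% = L-leucinethiol positive control wells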
# ERp5 inh = inhibitors of human ERp5. ERp5 insulin aggregation, absorbance 650 nm, 90 min. inhibition, % at 9.99 µM. 350,000 compounds, 0.05% hits. AID 651711;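 active = mean replicate inhibition above about 25%, with every replicate also reaching it, limit read from the data, passing the limit was not always enough; inconclusive = only one of those two criteria met; inactive = neither criterion met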
# Casp6 inh = inhibitors of human caspase-6 | purified caspase-6, Z-VEID-R110 cleavage fluorescence | inhibition, % at 12.5 µM | 350,000 compounds, 0.53% hits | AID 686996;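 active = mean inhibition across replicates at least about 35%, with every replicate also reaching that limit, limit read from the data; inconclusive = only one of the two criteria met; inactive = neither criterion met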;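 also: 0% = median of neutral control wells and 100% = no fluorescence left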
# Target sequence (P55212 24-179 limits assumed): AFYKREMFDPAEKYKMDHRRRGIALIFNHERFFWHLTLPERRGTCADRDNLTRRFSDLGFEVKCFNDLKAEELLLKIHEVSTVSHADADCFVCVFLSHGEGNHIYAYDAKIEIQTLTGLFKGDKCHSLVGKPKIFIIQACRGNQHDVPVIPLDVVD
# Target sequence (P55212 194-293 limits assumed): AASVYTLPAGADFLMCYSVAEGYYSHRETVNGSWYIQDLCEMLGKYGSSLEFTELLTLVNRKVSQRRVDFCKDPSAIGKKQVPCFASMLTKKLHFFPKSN
# miR122 inh = miR-122 inhibition in Huh7 cells; AID 602342; 340,000 compounds, 0.3% hits; Huh7 miR-122 Renilla luciferase sensor, 48 h; neutral wells = 0, positive control = 100; activation (reporter increase), % at 12.5 µM;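 active = mean replicate activation score at least 90 and every replicate individually at or above 90; inconclusive = only one of the two criteria met; inactive = neither criterion met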;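 also: higher luciferase means less miR-122 activity so hits act as miR-122 inhibitors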
# Active calls of the source: *; ? = inconclusive; . = not tested or not shown; [ ] = remark or other dose.
SMILES,SIRT5 inh,CFTR F508del cor,DENV2 CPE,ERAP1 HTS inh,ERp5 inh,Casp6 inh,miR122 inh
C[C@H]1CN([C@@H](C)CO)C(=O)c2cc(NS(=O)(=O)c3cccs3)ccc2O[C@H]1CN(C)Cc1ccc(Cl)c(Cl)c1,.,-1.0,2,4,2,-1,-4[16.7 µM]
C[C@@H]1CCCCO[C@@H](CN(C)S(=O)(=O)c2cccs2)[C@H](C)CN([C@@H](C)CO)C(=O)c2cc(NC(=O)Cc3ccccc3)ccc2O1,.,-1.1,0,.,.,.,-9[16.7 µM]
O=C(CCn1cccn1)N1CCCC(N2CCN(c3cccc(Cl)c3)CC2)C1 (configuration not stated),2,1.9,1,-6,4,-2,0
O=C(COC(=O)c1ccc(NS(=O)(=O)c2cccs2)cc1O)NCc1ccccc1,2,1.0,.,0,-1,4,12
CCc1cccc(NC(=O)Cn2c(=O)oc3cc(S(=O)(=O)N4CCOCC4)ccc32)c1,0,-1.4,-9,-1,3,1,-5
COc1cccc(CN(C)C(=O)COc2cccc3c2OC(C)(C)C3)c1OC,1,0.7,11,-1,0,-3,2
Cc1cc(C(=O)Nc2cccc3c2O[C@H](CN(C)C(=O)NC(C)C)[C@@H](C)CN([C@@H](C)CO)C3=O)n(C)n1,-3,0.0,-4,2,6,1,5[16.7 µM]
C[C@@H]1CN([C@@H](C)CO)C(=O)Cc2cc(NS(C)(=O)=O)ccc2O[C@@H]1CN(C)C(=O)Nc1ccc(C(F)(F)F)cc1,.,1.8,-2,-1,-7,-1,0[16.7 µM]
CCOC(=O)C1CCCN(c2c(NCC3CCCN3CC)c(=O)c2=O)C1 (configuration not stated),4,-1.8,9,-3,-4,-45,-6
O=C(O)CN1C(=O)C(=O)N(Cc2ccc(C(F)(F)F)cc2)C1=O,-4,-1.5,-1,-1,4,-9,.
COc1ccc(CNC(=O)Nc2ccccc2)cc1,-6,2.0,0,-2,-3,-2,-11
CC(CCc1ccccc1)NC(=O)c1cccs1 (configuration not stated),-3,-2.2,6,1,-9,-1,.
CC(=O)Nc1ccc(NC(=O)C(C)OC(=O)CCC2CCCCC2)cc1 (configuration not stated),-2,1.4,2,2,7,-2,.
Cc1cccc(CN2CCCC(C(=O)Nc3ccc(-c4cscn4)cc3)C2)c1 (configuration not stated),-2,-2.6,-6,-21,1,-1,10
C[C@H]1CCCCO[C@H](CN(C)C(=O)CCCN(C)C)[C@@H](C)CN([C@@H](C)CO)C(=O)c2cc(NC(=O)NC3CCCCC3)ccc2O1,-5,-1.5,6,-1,4,0,1[16.7 µM]
CNc1nc(N(C)C)nc(N(C)C)n1,-2,2.2,8,1,1,.,2
CN(C(=O)c1cc(S(=O)(=O)N2CCOCC2)cs1)c1ccccc1,-2,-0.1,0,-3,1,-3,-7
CCOC(=O)c1cccc(NS(=O)(=O)c2c(C)[nH]c(C)c2C(=O)N2CCCC2)c1,-3,-1.8,-3,-3,-6,-1,1
COc1ccc(S(=O)(=O)Nc2ccc3c(c2)C(=O)N([C@H](C)CO)C[C@@H](C)[C@H](CN(C)S(=O)(=O)c2ccc(Cl)cc2)O3)cc1,.,-2.7,-8,.,.,.,-1[16.7 µM]
COC(=O)C1=CN(c2ccc(Oc3ccccc3)cc2)C(N)=C(C#N)C1c1cccc(F)c1 (configuration not stated),-1,2.3,-4,-7,-1,1,.
COc1ccc(CN2CCNC(=O)C2CC(=O)N(Cc2nccn2C)C(C)C)c(OC)c1 (configuration not stated),7,0.4,4,-1,-9,-2,1
CCc1ccc(N(CC)c2ncnc3nc[nH]c23)cc1,0,2.2,1,-2,-2,1,13
c1ccc(CCc2cc3ccccc3[nH]2)cc1,.,1.6,-10,3,4,-2,3
CN1CC[C@@H]2CN(S(=O)(=O)c3ccccc3)[C@H](c3ccccc3Br)C[C@@H]21,-5,1.4,?,3,0,-1,.
C[C@H](CO)N1C[C@H](C)[C@H](CN(C)Cc2ccc(C(F)(F)F)cc2)Oc2ccc(NC(=O)Nc3ccc4c(c3)OCO4)cc2C1=O,4,5.1,3,0,9,4,-4[16.7 µM]

# Full records, looked up by structure. Screens in order: SIRT5 inh, CFTR F508del cor, DENV2 CPE, ERAP1 HTS inh, ERp5 inh, Casp6 inh, miR122 inh
# Cc1cc(C(=O)Nc2cccc3c2O[C@H](CN(C)C(=O)NC(C)C)[C@@H](C)CN([C@@H](C)CO)C3=O)n(C)n1 is listed as -3, 0.0, -4, 2, 6, 1, 5[16.7 µM]
# COc1ccc(CNC(=O)Nc2ccccc2)cc1 is listed as -6, 2.0, 0, -2, -3, -2, -11
# CCOC(=O)C1CCCN(c2c(NCC3CCCN3CC)c(=O)c2=O)C1 (configuration not stated) is listed as 4, -1.8, 9, -3, -4, -45, -6
# C[C@H]1CN([C@@H](C)CO)C(=O)c2cc(NS(=O)(=O)c3cccs3)ccc2O[C@H]1CN(C)Cc1ccc(Cl)c(Cl)c1 is listed as ., -1.0, 2, 4, 2, -1, -4[16.7 µM]
# Cc1cccc(CN2CCCC(C(=O)Nc3ccc(-c4cscn4)cc3)C2)c1 (configuration not stated) is listed as -2, -2.6, -6, -21, 1, -1, 10

# (more compounds)
SMILES,SIRT5 inh,CFTR F508del cor,DENV2 CPE,ERAP1 HTS inh,ERp5 inh,Casp6 inh,miR122 inh
CCC(=O)Nc1sc2c(c1C(=O)OC)CCN(Cc1ccccc1)C2,-3,0.9,2,5,7,0,-5
COc1ccc2nc3cc(Cl)ccc3c(Nc3cc(C(C)C)c(O)cc3C)c2c1,-4,-1.2,7,-1,3,-3,.
O=C(Nc1cc([N+](=O)[O-])ccc1O)NC1CCS(=O)(=O)C1 (configuration not stated),-1,-0.3,8,-1,2,1,-3
COc1ccc(-c2csc3ncnc(Oc4ccc5c(C)cc(=O)oc5c4)c23)cc1,-3,.,2,-3,4,-1,-15
COc1ccc(/C=C2\SC(=O)N(CC(=O)NC3CCS(=O)(=O)C3)C2=O)cc1 (configuration not stated),-6,0.6,0,3,3,6,-9
CCCCCCCCN1C(=O)[C@H](CC(=O)N2CCOCC2)C[C@@]2(C(=O)OC)CCCCC=C12,0,3.9,12,1,-3,6,.
CSc1nc(N)c(NC(=O)c2ccc(Br)o2)c(=O)[nH]1,0,-3.4,-5,0,1,-2,6
COc1ccc2[nH]c3c(c2c1)CCN1C(=O)C(CC(=O)NCCC2=CCCCC2)C[C@H](C(=O)N2CCOCC2)[C@@]31C (some centres not stated),-2,3.9,-4,1,5,1,1
CO[C@@H]1CN(C)C(=O)c2cc(NC(=O)C3CCOCC3)ccc2OC[C@@H](C)N(C)C[C@@H]1C,-2,.,36*,0,3,1,1[16.7 µM]
Cc1c(Cl)cccc1NC(=O)CS(=O)(=O)c1ccccc1,0,0.4,-4,1,2,0,-2
CC(C)(C)C(Cn1ccnc1)NC(=O)c1ccc2nc(C3CC3)oc2c1 (configuration not stated),0,3.7,?,3,-1,-1,2
Cc1ccc(S(=O)(=O)N2CCC(C(=O)N[C@@H](C)C(=O)NC3CCS(=O)(=O)C3)CC2)cc1 (some centres not stated),-2,0.4,-5,0,14,1,.
COC(=O)c1ccccc1NC(=O)c1ccc2nccnc2c1,-2,-1.4,.,-2,0,.,-2
Cc1ccc(COC(=O)c2cc(S(=O)(=O)N3CCOCC3)ccc2C)cc1,-4,-0.7,-4,-3,-4,5,.
CCCn1nc(NC(=O)c2cccs2)c2cc3ccc(C)cc3nc21,-4,4.5,?,-1,-1,-1,19
Cc1ccc(S(=O)(=O)N[C@@H]2C=C[C@@H](CC(=O)N3CCN(c4ccccc4)CC3)O[C@@H]2CO)cc1,-2,-2.0,2,-1,-6,0,.
CN(CC1COc2ccccc2O1)C(=O)CSc1ncnc2sccc12 (configuration not stated),0,0.3,3,-2,0,0,-2
COc1ccccc1C(=O)NCCC(=O)NCC(c1ccco1)N1CCCCC1 (configuration not stated),0,-2.3,-3,4,-2,-54,.
CCSc1nc2sccc2c(=O)n1-c1ccccc1,-1,-0.5,0,1,0,-1,-3
CC(=NO)C1(C)CC=CCC1CO (configuration not stated),1,.,1,-8,-3,-1,-3
Cc1ccc(-c2nnn(CC(=O)N3CCCCC3)n2)o1,-6,-3.4,.,0,1,-3,.
CNC[C@@H]1Oc2ccc(NC(=O)NC3CCCCC3)cc2CC(=O)N([C@@H](C)CO)C[C@@H]1C,7,0.4,-4,4,-3,-2,-5[16.7 µM]
CCOC(=O)C1CCCN(C(=O)c2cc3cc(F)ccc3[nH]2)C1 (configuration not stated),-4,-2.0,-6,1,-3,1,6
C[C@@H]1CN([C@H](C)CO)C(=O)c2cccc(NC(=O)c3ccc(-c4nccs4)cc3)c2O[C@H]1CN(C)C(=O)Nc1cccc2ccccc12,5,2.2,7,-3,1,1,-16[16.7 µM]
COc1ccc(Cn2c(=S)[nH]c3ccccc32)cc1,1,-0.6,.,-1,4,4,-2
Cc1ccc2nc(-c3ccc(NC(=O)CCS(=O)(=O)c4ccccc4)cc3)sc2c1,-3,2.4,-5,2,0,0,.
CCCC#Cc1cnc2c(c1)C(=O)N([C@H](C)CO)C[C@@H](C)[C@@H](CN(C)C(=O)NC1CCCC1)O2,-5,.,45*,0,3,0,-3[16.7 µM]
Cc1ccc(N(C(=O)CNC(=O)c2ccco2)C(C(=O)NC2CCCC2)c2ccncc2)c(C)c1 (configuration not stated),-3,-0.1,9,1,-1,4,-3
C/C(=N\NC(=O)NC1CCCCC1)c1ccc(Cl)s1,-1,-4.2,-1,0,5,-3,5

# Some of these compounds in order of the Casp6 inh value, lowest first:
molecule | Casp6 inh
COc1cccc(CN(C)C(=O)COc2cccc3c2OC(C)(C)C3)c1OC | -3
CC(CCc1ccccc1)NC(=O)c1cccs1 (configuration not stated) | -1
Cc1ccc(S(=O)(=O)N[C@@H]2C=C[C@@H](CC(=O)N3CCN(c4ccccc4)CC3)O[C@@H]2CO)cc1 | 0

# Source: PubChem

# Rows are unselected, and some 4% of all compounds hit somewhere here.
